High-throughput results from PubChem BioAssay.
E coli Lon inh: E. coli protease La inhibition | P0A9M0 | purified E. coli Lon protease, fluorescence polarization | inhibition, % at 7.94 µM | 360,000 tested, 0.42% active; in the data active means inhibition above about 13%, passing the limit was not always enough;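 further: 0% = enzyme with probe and DMSO and 100% = no enzyme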
MsrA act: activators of bovine methionine sulfoxide reductase A; 360,000 tested, 0.3% active; activation, % at 10.6 µM; AID 602163; purified bovine MsrA, absorbance read-out; in the data active means activation above about 7.5%;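 further: 0% = vehicle and 100% = reference activator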
MT1-MMP act inh: inhibitors of human MT1-MMP activation. P50281. GFP/RFP ratio change, % at 20 µM. HT1080 RFP-PRO-GFP cells, GFP/RFP ratio fluorescence, overnight; percent of plate control window, DMSO zero. 360,000 tested, 0.061% active;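 active means GFP/RFP ratio change of at least 30% with cell ATP level not reduced by more than half and red fluorescence within 50% of control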; further: strong numbers were not always called active
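Assay system: RFP-PRO-GFP reporter HT1080 cells; read-out basis: GFP/RFP fluorescence ratio; benchmarks: DMSO wells and RFP-L50D-GFP cells; doses: 20 µM single dose, 1% DMSO; schedule: overnight cell settling, then overnight compound exposure, 37 °C, 5% CO2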
NRP1-CendR mod: alters CendR peptide binding to human NRP-1; O14786; FAM-RPARPAR peptide binding to NRP-1, fluorescence polarization; inhibition, % at 25 µM; 360,000 tested, 0.85% active; AID 602438;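 active means inhibition or corrected inhibition above about 18%, plus a signal ratio from 0.5 to 1.5, limit read from the data, passing the limit was not always enough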; further: strong numbers were not always called active
PABP1 MLLE inh: blocks PAM2 peptide binding to the PABP1 MLLE domain. AID 588489. 360,000 tested, 0.36% active. inhibition, % at 20 µM. GST-MLLE / FITC-PAM2 fluorescence polarization. P11940; in the data active means inhibition above about 35%, passing the limit was not always enough;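 further: plate controls were DMSO wells with GST-MLLE for no effect and wells lacking GST-MLLE protein for full effect; some results filed as inactive read as strong as hits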
Neddylation inh: inhibitors of human cullin neddylation. AID 651699. 360,000 tested, 0.58% active. TR-FRET cullin neddylation, biochemical. calls only at 25 µM. P61081+Q13564; in the data active means inhibition above about 36%
Target sequence (P61081 whole entry, looked up): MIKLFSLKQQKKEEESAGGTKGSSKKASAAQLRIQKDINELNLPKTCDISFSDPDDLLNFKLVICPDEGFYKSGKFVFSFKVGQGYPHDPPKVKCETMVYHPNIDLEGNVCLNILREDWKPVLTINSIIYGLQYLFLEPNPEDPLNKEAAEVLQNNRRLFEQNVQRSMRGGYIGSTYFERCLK
Target sequence (Q13564 whole entry, looked up): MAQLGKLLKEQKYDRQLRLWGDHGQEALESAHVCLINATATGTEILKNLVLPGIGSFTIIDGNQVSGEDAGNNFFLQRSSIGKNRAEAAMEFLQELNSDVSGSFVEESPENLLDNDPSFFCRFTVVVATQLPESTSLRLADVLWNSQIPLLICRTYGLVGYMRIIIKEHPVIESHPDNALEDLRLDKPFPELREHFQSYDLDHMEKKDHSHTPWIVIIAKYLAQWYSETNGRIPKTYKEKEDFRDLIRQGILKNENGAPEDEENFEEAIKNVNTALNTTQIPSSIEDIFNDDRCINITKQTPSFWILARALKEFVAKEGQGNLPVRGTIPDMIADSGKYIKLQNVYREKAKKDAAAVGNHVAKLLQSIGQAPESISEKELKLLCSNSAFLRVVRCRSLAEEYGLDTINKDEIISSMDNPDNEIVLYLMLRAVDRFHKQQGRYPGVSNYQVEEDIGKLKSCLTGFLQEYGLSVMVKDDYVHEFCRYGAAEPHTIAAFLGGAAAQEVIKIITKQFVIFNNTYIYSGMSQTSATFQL
SKN-1 inh: blocks SKN-1 activity in C. elegans; inhibition, % at 21.8 µM; C. elegans VP596 Pgst-4::GFP/RFP ratio, acrylamide-induced, 24 h; AID 624304; 360,000 tested, 0.49% active;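 active means interference check ratio from 0.5 to 1.5 plus GFP to RFP signal ratio inhibition reaching or exceeding a fixed threshold, cut at about 30% in these data, passing the limit was not always enough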; further: some compounds called inactive have numbers as strong as hits
FAS-TE inh: inhibitors of human fatty acid synthase thioesterase domain; 360,000 tested, 0.67% active; recombinant FAS-TE, OMFH fluorogenic substrate, fluorescence endpoint; P49327; inhibition, % at 15 µM;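 active means compounds whose normalised, plate-corrected inhibition of enzyme fluorescence in the single-dose primary screen is 50% or more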;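 further: 0% = DMSO with enzyme and 100% = substrate without enzyme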
Rin1 Abl inh: human Rin1-Abl interaction inhibition. TR-FRET Rin1/Abl binding, biochemical. 360,000 tested, 0.4% active. AID 588664. inhibition, % at 7.35 µM; in the data active means inhibition above about 5%, passing the limit was not always enough
* marks the source's active call; other numbers are inactive results; i = inactive; x = no result given.

SMILES	E coli Lon inh	MsrA act	MT1-MMP act inh	NRP1-CendR mod	PABP1 MLLE inh	Neddylation inh	SKN-1 inh	FAS-TE inh	Rin1 Abl inh
O=C(COc1ccc(F)cc1)N1CCCCCCC1	0	-4	-5	15	12	i	8	-4	0
O=S(=O)(NC(=NC1CCCC1)C(F)(F)F)c1ccccc1	-3	-3	4	2	-1	i	18	2	-2
CC(C)C1C(=O)NC(=S)N1S(=O)(=O)c1ccc(C(C)(C)C)cc1 (configuration not stated)	-1	-2	1	4	25	i	11	-1	-1
CN1CCN(C(=O)c2ccccc2NC(=O)c2cccs2)CC1	1	-2	6	5	-11	i	-2	-3	0
CC(C)[C@H](Nc1ccc(C(F)(F)F)cc1[N+](=O)[O-])C(=O)O	4	-3	-1	-5	-6	i	2	-3	0
CCOC(=O)C1=C(N)Oc2cc(C)oc(=O)c2C1c1cccnc1 (configuration not stated)	7	-8	1	6	9	i	9	-7	1
COc1ccc(CNC(=O)/C=C/[C@H]2O[C@@H](n3ccc(=O)[nH]c3=O)[C@H](O)[C@@H]2O)cc1	-2	-6	1	-2	4	i	2	-6	3
O=C(Cc1ccc(-c2ccccc2)cc1)Nc1ncccc1O	-10	-7	6	-13	-11	i	-4	-3	1
CC(C)C(C(=O)NCC1CCCO1)N(C(=O)CNS(=O)(=O)c1ccc(F)cc1)C1CCCCC1 (configuration not stated)	-8	0	1	0	4	i	1	-4	-2
CCc1ccc(/C=N/N2CCN(c3ccccn3)CC2)cc1	5	-2	6	6	13	i	21	6	-2
O=C(NCc1cccs1)c1cnc(Cl)c(Cl)c1	2	-1	-1	11	14	i	7	2	-2
CN(Cc1ccccc1O)CC1CCCN(CCc2ccc(Cl)cc2)C1 (configuration not stated)	-1	-1	6	9	-5	i	-5	2	-2
O=C(N/N=C/c1ccc([N+](=O)[O-])o1)c1cc2c(ccc3ccccc32)o1	3	-1	-9	-14	-5	i	-12	7	0
CCc1nc2c(=O)[nH]cnc2o1	-8	-3	3	-6	4	i	4	-7	-4
COc1ccc2cc3cc(C(=O)Nc4cc(OC)c(OC)c(OC)c4)oc3nc2c1	-10	-6	11	5	-15	i	-25	2	-3
NC(=O)[C@@H]1CCOc2c(I)cc([N+](=O)[O-])cc2C(=O)N[C@@H](CO)C(=O)NCC(=O)N1	23	-15	-2	3	-3	i	-13	-1	-2
COC(=O)CSc1ccc(C#N)c(SCC(=O)OC)c1	-4	0	4	10	16	i	-10	1	-5
CCn1c(SCC(=O)Nc2nnc(C)s2)nnc1-c1ccco1	8	-2	12	1	0	i	8	-4	-1
Cc1ccc(C)c(Oc2coc3cc(OC(=O)c4cccs4)ccc3c2=O)c1	-3	-3	0	1	-3	x	-4	25	1
CCn1cc(C(=O)O)c(=O)c2cc(F)c(N3CCN(C(=S)NC(=O)c4c(OC)cccc4OC)CC3)cc21	0	-3	-3	-3	5	x	5	5	2
Cc1cc(Cl)ccc1OCC(=O)OCC(=O)NC1CCCC1	1	-6	3	3	8	i	-9	-2	3
O=Nc1ccc(NO)c2ccccc12	-1	-7	-27	-2	-6	i	25	-35	3
COc1ccc(-n2nc([N+](=O)[O-])c(=NCc3cccnc3)n2O)cc1	6	-3	3	8	0	i	13	-14	-6
COc1ccc(-c2noc(CNC(=O)c3ccc4c(c3)OCO4)n2)cc1OC	1	-5	-1	-8	0	i	1	1	-2
CN(Cc1ccccc1)C(=O)c1nc[nH]c1C(=O)N(C)Cc1ccccc1	-3	0	-1	4	-2	i	3	-9	-2

Reprinted from the part before: seven compounds; new compounds follow.
SMILES	E coli Lon inh	MsrA act	MT1-MMP act inh	NRP1-CendR mod	PABP1 MLLE inh	Neddylation inh	SKN-1 inh	FAS-TE inh	Rin1 Abl inh
Cc1ccc(C)c(Oc2coc3cc(OC(=O)c4cccs4)ccc3c2=O)c1	-3	-3	0	1	-3	x	-4	25	1
CCn1cc(C(=O)O)c(=O)c2cc(F)c(N3CCN(C(=S)NC(=O)c4c(OC)cccc4OC)CC3)cc21	0	-3	-3	-3	5	x	5	5	2
Cc1cc(Cl)ccc1OCC(=O)OCC(=O)NC1CCCC1	1	-6	3	3	8	i	-9	-2	3
O=Nc1ccc(NO)c2ccccc12	-1	-7	-27	-2	-6	i	25	-35	3
COc1ccc(-n2nc([N+](=O)[O-])c(=NCc3cccnc3)n2O)cc1	6	-3	3	8	0	i	13	-14	-6
COc1ccc(-c2noc(CNC(=O)c3ccc4c(c3)OCO4)n2)cc1OC	1	-5	-1	-8	0	i	1	1	-2
CN(Cc1ccccc1)C(=O)c1nc[nH]c1C(=O)N(C)Cc1ccccc1	-3	0	-1	4	-2	i	3	-9	-2
CC(=O)N1c2ccc(S(=O)(=O)N3CCCCC3)cc2CC1C(=O)Nc1ccccc1C(F)(F)F (configuration not stated)	4	-2	-2	-3	-5	i	-3	-1	5
O=C1COc2ccc(C(=O)c3ccccc3C(=O)NCc3ccccc3)cc2N1	-7	1	5	5	11	i	-1	4	1
O=C1CC(c2ccccc2)C(C(=O)O)N1 (configuration not stated)	-3	-2	-4	-2	-5	i	5	-2	0
O=C(c1cc(COc2ccc(F)cc2F)on1)N1CCN(C2CCCC2)C(=O)C1	-7	-3	-4	6	11	i	-5	-4	0
COc1ccc(CNC(=O)c2cc3c(s2)CS(=O)C3)cc1 (configuration not stated)	-7	-1	-1	-12	-17	i	0	2	-3
CCCCC(=O)Nc1ccc(NC(=O)c2cccnc2)cn1	-13	0	2	-10	2	i	-7	-3	-2
O=C1CC(N2CCOCC2)C(=O)N1c1cccc(Cl)c1 (configuration not stated)	10	-4	-2	-9	13	i	12	-6	-4
COc1cccc(CC2(CO)CCCN(Cc3cn[nH]c3-c3ccc(F)cc3)C2)c1 (configuration not stated)	-6	-4	3	-5	-10	i	3	0	3
Cc1nc(-c2ccc(Cl)cc2)sc1C1(C)CC(c2cccc([N+](=O)[O-])c2)=NO1 (configuration not stated)	-6	-1	-3	3	2	i	-7	10	1
COc1ncnc2sc(-c3ccccc3)cc12	-9	-7	-6	6	4	i	22	8	-4
CCOC(=O)c1csc(CCNC(=O)c2oc3c(Cl)cc(C)cc3c2C)n1	7	-3	-2	25*	7	i	-2	9	-3
NC(=O)[C@@H]1CCCNc2c(I)cc([N+](=O)[O-])cc2C(=O)N[C@@H](Cc2ccccc2)C(=O)N[C@@H](Cc2cnc[nH]2)C(=O)N1	9	-3	-2	-1	-9	i	5	0	-1
OC(c1ccccc1)(c1nc(-c2cccc(F)c2)cs1)C(F)(F)F (configuration not stated)	-1	1	-1	0	5	i	13	41	-3
CC(=O)Nc1ccc(S(=O)(=O)N2CCCN(S(=O)(=O)c3ccc(C)cc3)CC2)cc1	-4	-1	-1	-5	1	i	-22	6	0
CCCc1nc2c(C)cc(Br)cn2c1Cc1ccc(C)cc1	-5	0	-2	-13	-1	i	8	14	-14
O=C(N/N=C/c1coc2ccccc2c1=O)c1cc(Br)c(O)c(Br)c1	-1	-3	-5	-105	22	i	7	14	-3
COC(=O)N/N=C/c1cn(CCCOc2ccc(C)cc2)c2ccccc12	-1	-3	-9	-2	8	i	-3	24	3
CC(=O)Nc1ccc(C(=O)NN2C(=O)NC3(CCCCC3)C2=O)cc1	-8	-1	-1	-2	-6	i	13	-6	0
CC(=O)Nc1cccc(NC(=O)c2sc3ncn(CC(=O)N4CCCCC4)c(=O)c3c2C)c1	-5	-7	2	-2	-4	i	-10	-6	-1
Cc1ccccc1C(=O)NCC(=O)O	-4	0	-10	5	9	i	1	-1	3
Cc1ccc(-c2csc(Nc3ccccn3)n2)cc1	-8	-2	-2	13	6	i	26	18	-1
CN(C)Cc1ccccc1Cc1ccccc1	-4	-6	2	0	15	i	2	-10	-1
Cc1ccc(S(=O)(=O)N2CC[C@H]3[C@@H](C2)C(=O)C[C@@H](c2ccccc2)N3S(=O)(=O)c2ccc(C)cc2)cc1	5	-2	-27	-5	-10	i	10	80*	0
COc1ccccc1-c1csc(C(C)(O)c2cccc(F)c2)n1 (configuration not stated)	2	-10	-3	-8	15	i	24	14	2
O=C(Nc1ccccc1)C1Cc2c(-c3ccc4c(c3)OCO4)ccnc2O1 (configuration not stated)	-7	-1	-3	1	17	x	4	6	0
SMILES	E coli Lon inh	MsrA act	MT1-MMP act inh	NRP1-CendR mod	PABP1 MLLE inh	Neddylation inh	SKN-1 inh	FAS-TE inh	Rin1 Abl inh
O=C(O)c1cccc2c1C(=O)N(CC1CCCO1)C2 (configuration not stated)	-1	-7	1	7	5	i	-15	-8	2
COc1ccc(N2CCN(Cc3cc4c(cc3Br)OCCO4)CC2)cc1	11	6	3	10	-1	i	1	16	1
COc1cc(C2C(C#N)=C(N)N(Nc3ccccc3)C3=C2C(=O)CC(C)(C)C3)ccc1OCc1cccc(F)c1 (configuration not stated)	3	4	-18	-10	-12	i	-2	28	-1
COc1ccccc1CNC(=O)COC(=O)Cc1cccs1	3	-5	2	4	-9	i	0	3	-2
N=c1n(CCN2CCCCC2)c2ccccc2n1CC(O)c1ccco1 (configuration not stated)	-2	1	4	8	8	i	-12	-9	-2
COc1ccc(OCC(O)CNC(=O)c2ccccc2C(=O)O)cc1 (configuration not stated)	-1	-5	-8	0	5	i	-3	-6	-1
CC(=O)c1ccc(NC(=O)c2ccc(CNc3c(N4CCCC4)c(=O)c3=O)cc2)cc1	-3	-3	3	14	-3	i	17	14	-3
CCc1cccc2c(C=C(C#N)C#N)cn(CC(=O)N3CCCCCC3)c12	1	-4	-16	-10	1	i	10	22	4
Cc1ccc(NC(=O)c2oc3ccc(Br)cc3c2C)cc1S(=O)(=O)N1CCOCC1	0	-3	0	-1	-1	i	-4	2	1
O=[N+]([O-])c1cccc2c1ccc1ncccc12	0	-3	-20	1	7	i	30	8	-6
Cc1cc(/C=N/NC(=O)c2cccc([N+](=O)[O-])c2)c(C)n1-c1ccccc1	-1	-2	5	-4	-10	i	12	31	2
Cc1nn2c(SCC(=O)c3cccs3)cc(C(C)(C)C)nc2c1-c1ccccc1	-10	-8	-3	6	-15	i	0	41	0
CCOc1cc(N2CCOCC2)c(OCC)cc1NC(=O)COC(=O)c1cc2ccccc2cc1O	-2	-3	3	-2	8	i	-5	7	1
